# Source: PubChem (several laboratories)
# Tb MetRS inh: blocks T. brucei methionyl-tRNA synthetase activity; AID 624268; actives 0.4% (n = 360,000); purified T. brucei MetRS, ATP depletion, Kinase-Glo luminescence; inhibition, % at 11.9 µM;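 active = inhibition above a per-plate cutoff of the control wells' mean inhibition plus 3 SD, cut at about 5.5% in these data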;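 note: 0% = DMSO wells median and 100% = median of wells with control inhibitor compound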
#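 Test system – parasite MetRS enzyme · Reagent – substrates ATP, L-methionine and bulk Escherichia coli tRNA · Doses – 11.9 µM compound single dose, 0.9% DMSO · Times – 15 min enzyme-compound preincubation, 2 h reaction, 10 min detection, 25 °C · Signal – Kinase-Glo luminescence, ATP depletion format · Controls – DMSO-only wells as low control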
# bovine MsrA act: activates bovine MsrA enzyme; activation, % at 10.6 µM; purified bovine MsrA, absorbance read-out; actives 0.3% (n = 360,000); in the data active = activation above about 7.5%;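 note: 0% = vehicle and 100% = reference activator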
# eLon inh: inhibits E. coli Lon protease. P0A9M0. purified E. coli Lon protease, fluorescence polarization. inhibition, % at 7.94 µM. actives 0.42% (n = 360,000); in the data active = inhibition above about 13%, passing the limit was not always enough;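 note: 0% = enzyme with probe and DMSO and 100% = no enzyme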
# PABP1 MLLE inh: inhibitors of microRNA-mediated deadenylation, human PABP1 MLLE binding | P11940 | GST-MLLE / FITC-PAM2 fluorescence polarization | inhibition, % at 20 µM | actives 0.36% (n = 360,000); in the data active = inhibition above about 35%, passing the limit was not always enough;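 note: plate controls were DMSO wells with GST-MLLE for no effect and wells lacking GST-MLLE protein for full effect; some results filed as inactive read as strong as hits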
# Target sequence (P11940 whole entry, looked up): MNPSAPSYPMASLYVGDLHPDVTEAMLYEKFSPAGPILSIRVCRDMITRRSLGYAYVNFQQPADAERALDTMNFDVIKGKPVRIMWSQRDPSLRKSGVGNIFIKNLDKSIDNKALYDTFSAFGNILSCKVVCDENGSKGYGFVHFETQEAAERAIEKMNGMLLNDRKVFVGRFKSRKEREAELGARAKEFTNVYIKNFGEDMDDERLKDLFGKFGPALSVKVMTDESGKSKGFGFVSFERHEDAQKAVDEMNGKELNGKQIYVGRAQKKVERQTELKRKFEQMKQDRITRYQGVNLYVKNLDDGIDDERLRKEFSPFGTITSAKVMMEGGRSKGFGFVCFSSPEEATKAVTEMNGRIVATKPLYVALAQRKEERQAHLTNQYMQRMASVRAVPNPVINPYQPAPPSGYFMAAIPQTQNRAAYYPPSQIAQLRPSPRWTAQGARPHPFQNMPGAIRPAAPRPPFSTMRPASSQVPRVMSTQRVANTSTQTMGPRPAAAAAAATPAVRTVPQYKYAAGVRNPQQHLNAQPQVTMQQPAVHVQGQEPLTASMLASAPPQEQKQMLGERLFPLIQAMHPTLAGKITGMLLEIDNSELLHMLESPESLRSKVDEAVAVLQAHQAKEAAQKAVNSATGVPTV
# FAS TE block: inhibitors of human fatty acid synthase thioesterase domain; P49327; AID 602261; actives 0.67% (n = 360,000); inhibition, % at 15 µM; recombinant FAS-TE, OMFH fluorogenic substrate, fluorescence endpoint;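 active = compounds whose normalised, plate-corrected inhibition of enzyme fluorescence in the single-dose primary screen is 50% or more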;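 note: 0% = DMSO with enzyme and 100% = substrate without enzyme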
# MsrA inhibitor: inhibitors of bovine MsrA. inhibition, % at 15.5 µM. actives 0.75% (n = 360,000). purified bovine MsrA, absorbance read-out. AID 651718; in the data active = inhibition above about 4.5%;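 note: 0% = vehicle wells with enzyme and 100% = reference inhibitor wells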
# SKN-1 inh: blocks SKN-1 activity in C. elegans; C. elegans VP596 Pgst-4::GFP/RFP ratio, acrylamide-induced, 24 h; AID 624304; actives 0.49% (n = 360,000); inhibition, % at 21.8 µM;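 active = interference check ratio from 0.5 to 1.5 plus GFP to RFP signal ratio inhibition reaching or exceeding a fixed threshold, cut at about 30% in these data, passing the limit was not always enough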; note: some compounds called inactive have numbers as strong as hits
# CendR NRP1 mod: alters CendR peptide binding to human NRP-1. O14786. FAM-RPARPAR peptide binding to NRP-1, fluorescence polarization. inhibition, % at 25 µM. actives 0.85% (n = 360,000). AID 602438;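 active = inhibition or corrected inhibition above about 18%, plus a signal ratio from 0.5 to 1.5, limit read from the data, passing the limit was not always enough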; note: strong numbers were not always called active
# MT1-MMP act inh: MT1-MMP (human) activation inhibition. actives 0.061% (n = 360,000). HT1080 RFP-PRO-GFP cells, GFP/RFP ratio fluorescence, overnight; percent of plate control window, DMSO zero. GFP/RFP ratio change, % at 20 µM;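 active = GFP/RFP ratio change of at least 30% with cell ATP level not reduced by more than half and red fluorescence within 50% of control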; note: strong numbers were not always called active
#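 Assay system: RFP-PRO-GFP reporter HT1080 cells; read-out basis: GFP/RFP fluorescence ratio; benchmarks: DMSO wells and RFP-L50D-GFP cells; doses: 20 µM single dose, 1% DMSO; schedule: overnight cell settling, then overnight compound exposure, 37 °C, 5% CO2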
# The depositor's hits bear a star; . = no result given. An unsorted share of the library; about 4% have a hit in one of these screens.
No.	SMILES	Tb MetRS inh	MsrA inhibitor	SKN-1 inh	CendR NRP1 mod	FAS TE block	PABP1 MLLE inh	bovine MsrA act	eLon inh	MT1-MMP act inh
1	O=C(CC1SC(=Nc2ccc(OC(F)F)cc2)N(CCN2CCOCC2)C1=O)Nc1ccc(F)cc1F (stereo not drawn)	1.6	-0.1	-3	-1	16	4	-1	4	-3
2	CCOc1ccccc1/C=C/C(=O)NCC(=O)N1CCC(N(C)C2CCCCC2C)CC1 (stereo not drawn)	-0.5	0.8	6	9	-6	-7	-3	-7	4
3	Cc1ccccc1NC(=O)Cc1nc(COC(=O)c2ccc(NC(N)=O)cc2)cs1	-0.1	1.9	0	-12	-4	-39	-2	-25	-4
4	O=C(Nc1ccc(N2CCCC2)c(Cl)c1)c1cccnc1	0.2	0.8	18	-16	-6	-45	0	-12	-3
5	CCC(NS(=O)(=O)c1ccc(OC)cc1)C(=O)NCCc1ccccc1 (stereo not drawn)	2.6	0.9	4	5	-4	2	-2	-9	2
6	CCOC(=O)C1CCCN(C(=O)Cc2c(C(=O)O)[nH]c3ccccc23)C1 (stereo not drawn)	-0.2	0.4	-14	1	-8	5	-3	24*	-1
7	CC(C)n1c(SCC(=O)N2CCN(C(=O)c3ccco3)CC2)nc2c1c(=O)n(C)c(=O)n2C	0.3	-1.6	11	9	-5	-4	0	2	-4
8	CCC(C)N=C1CC(C)(C)CC(=O)/C1=C(/O)Cc1ccccc1 (stereo not drawn)	-1.5	-1.0	-10	1	-6	5	-12	-1	2
9	COc1ccc(C(=O)NCC(=O)N2CCC(Cc3ccccc3)CC2)cc1OC	0.3	0.7	-3	6	-4	17	-4	-6	7
10	O=C(CN(Cc1ccco1)C(=O)c1ccc(F)cc1)Nc1ccccc1Br	-0.4	0.5	12	-1	6	-9	-2	-5	-5
11	CC1Sc2ccccc2N(Cc2ccc(OC(F)(F)F)cc2)C1=O (stereo not drawn)	0.0	1.6	17	5	19	-6	-6	-4	-4
12	Cc1nn(-c2ccccc2)c(N)c1-c1ccccc1	-0.9	-0.1	-5	6	2	2	-8	3	3
13	O=C(COC(=O)Cc1c[nH]c2ccccc12)Nc1cccc(Br)c1	0.0	0.8	21	-7	20	-12	-4	-12	-2
14	O=C(CCn1c(=O)[nH]c2ccccc2c1=O)N1CCN(c2cccc(C(F)(F)F)c2)CC1	-1.2	0.8	-3	-2	2	-7	0	2	2
15	O=C(N/N=C/C=C/c1ccccc1)c1cccc(Br)c1	-1.4	4.4	22	-15	4	5	-1	-2	12
16	CC(=O)N1CCN(C(=S)NC(=O)C23CC4CC(CC(C4)C2)C3)CC1	-0.6	2.9	-7	0	-4	6	-9	2	-1
17	CC(OC(=O)Cn1cc(C(F)(F)F)ccc1=O)C(=O)NC(C)c1ccc(Cl)cc1Cl (stereo not drawn)	-0.4	1.6	7	-16	-1	-26	-1	1	-2
18	Cn1nnc(NC(=O)c2ccccc2)n1	-0.7	1.2	7	4	1	0	0	4	8
19	O=C(N/N=C/c1ccc(OC(=O)c2ccc(Br)cc2)cc1)c1ccncc1	-0.5	0.8	-15	-18	-2	-6	-3	-7	0
20	COc1ccc(OC)c(C(=O)CSc2nnc(C3CC3)n2C2CC2)c1	-0.2	2.3	12	0	-7	-18	-8	-8	2
21	CN1CCN(C(=O)N2c3ccccc3C=Cc3ccccc32)CC1	-0.4	0.1	-13	-8	-5	0	-5	4	-12
22	O=C(Nc1ccccc1F)c1ccc(CSc2ccccc2)o1	0.0	-0.4	31	2	28	10	-2	-3	-1
23	O=C(O)COCC(=O)NCc1csc2ccc(Cl)cc12	0.1	0.7	1	10	-6	9	-2	-2	1
24	Cc1ccc(Nc2nc(-c3sc(N)nc3C)cs2)cc1	-1.4	1.0	-1	-21	-1	2	-15	-19	1
25	O=S(=O)(NC(=NC1CCCCC1)c1ccccc1)c1ccccc1	0.1	0.3	-11	-3	-5	-19	-3	2	4
26	O=S1(=O)CCOC[C@H](Cc2ccccc2)N1Cc1ccccc1	-0.3	-0.3	-2	8	9	4	1	-9	1
27	CCn1c(CNc2ccc(Cl)cc2)nnc1SCc1ccc(Cl)cc1	0.2	-0.3	11	-1	25	-20	-1	-6	3
28	Cc1ccc(CN2CCN(Cc3cccn3-c3ccccn3)CC2CCO)o1 (stereo not drawn)	-0.6	0.1	10	5	-5	14	-2	9	0
29	Cc1c2c(n3c(nc4ccccc43)c1C#N)N(CCCN(C)C)CC2	0.5	1.9	8	-23	-1	2	-4	-4	-12
30	COc1ccc(S(=O)(=O)N2CCN(c3c(C)cccc3C)CC2)cc1OC	-0.2	0.5	7	-3	33	-1	-1	2	-2
31	C/C(=N/NC(=O)c1cccs1)c1ccc(NC(=O)COc2ccc(Cl)cc2Cl)cc1	-0.2	0.9	8	-2	-4	-2	-10	4	-3
32	CCCCCCSc1ccc(-c2nc3cnccn3c2NC2CCCCC2)cc1	-0.1	-1.3	16	-46	29	.	-1	-28	-8
33	CCOCCn1c(CN2CCCC(C)C2)nc2c1c(=O)n(C)c(=O)n2C (stereo not drawn)	-0.6	-0.2	3	2	-1	14	-1	-4	2
34	CN(CCOc1ccccc1)CC(=O)Nc1ccc(S(=O)(=O)N2CCCC2)cc1	-0.3	-0.2	-7	6	13	-7	-3	11	-1
35	Cc1ccc(/C=C2/Sc3ccccc3N(CC(=O)NCC3CCCO3)C2=O)cc1 (stereo not drawn)	-0.5	.	-5	11	3	5	-2	-2	5
36	O=C(CSc1ccc2ccccc2n1)Nc1nsc(-c2ccc(Cl)cc2)n1	-0.7	-1.4	5	-7	25	-5	-2	-4	3
37	CC(C)Oc1cc(F)ccc1-c1cc(C(=O)NCCc2ccncc2)[nH]n1	-0.4	-0.8	28	0	-7	5	-4	-8	-3
38	CCOC(=O)C1=CCN(S(=O)(=O)c2ccc(C)cc2)C1c1ccc(Cl)c(Cl)c1 (stereo not drawn)	-0.5	0.9	-5	10	24	11	-3	2	6
39	O=C(N/N=C(\c1ccccc1)c1cccnc1)C(O)(c1ccccc1)c1ccccc1	0.9	-0.1	9	9	2	3	-9	-7	1
40	O=C(COc1ccccc1Cl)NNC(=O)Cn1[nH]c(=O)c2ccccc2c1=O	-0.5	0.5	4	13	-6	13	-3	-1	-3
41	Nc1ccc(NC(=O)c2ccc(C(=O)Nc3ccc(N)cc3)cc2)cc1	0.0	0.9	-15	2	-3	1	-2	3	5
42	CCc1ccc(OC)c(S(=O)(=O)NCCOc2ccccc2)c1	0.3	0.3	14	-10	6	-3	-1	-2	3
43	O=C(c1ccccc1)c1ccccn1	1.7	-0.2	7	4	-3	11	-1	-9	3
44	CCc1ccc(NSc2ccccc2[N+](=O)[O-])cc1	-1.4	-0.3	-3	1	51*	13	-11	-7	0
45	COc1ccc(CC(=O)NNC2=Nc3cccc4cccc2c34)cc1	-0.1	0.5	-7	-29	5	-20	-3	-6	-7
46	C=CCN1C(=O)c2ccc(C(=O)OCC(=O)Nc3ccccc3OC)cc2C1=O	-0.3	0.5	-1	-4	-3	-4	-4	-19	1
47	NC(=O)C1(N2CCCCC2)CCN(C(=O)c2ccccc2)CC1	-0.5	1.3	5	9	-5	8	0	2	-1
48	Cc1ccc(C(=O)CSc2cnc3ccccc3n2)cc1C	-0.9	-1.2	11	17	34	30	-2	0	-4
49	COc1cc(C(=O)NC(=S)Nc2nccs2)cc(OC)c1OC	-0.1	1.9	8	0	0	32	-4	6	14
50	CC(=O)N/C(=C\c1ccccc1)C(=O)OCc1ccc(F)cc1	-0.6	0.1	-10	-6	0	24	-14	2	1

# (listing goes on)
No.	SMILES	Tb MetRS inh	MsrA inhibitor	SKN-1 inh	CendR NRP1 mod	FAS TE block	PABP1 MLLE inh	bovine MsrA act	eLon inh	MT1-MMP act inh
51	COc1cc2oc(=O)cc(CN3CCCC3)c2cc1Cl	0.0	0.6	1	4	-5	-3	-5	-6	4
52	Nc1nc2cc(S(=O)(=O)NC3=NCCCCC3)ccc2s1	-0.3	1.3	1	3	-4	35	-3	-4	-1
53	COCOCCn1cc(CN2CCS(=O)(=O)N(Cc3ccc(-c4ccc(C)cc4)cc3)C(C)C2=O)nn1 (stereo not drawn)	-1.3	-0.3	-10	4	2	-8	-6	-4	1
54	COc1ccc(NC(=O)C2CCCN(C(=O)Nc3cccc(OC)c3)C2)cc1 (stereo not drawn)	-0.2	0.8	-10	10	0	12	-3	-2	-11
55	COc1ccccc1NC(=O)NCCCl	-0.3	-0.4	-2	2	-7	7	-4	-6	2
56	Cc1ccc(C)c(S(=O)(=O)N2CCN(C(=O)C3CCN(C(=O)c4ccc(F)cc4)CC3)CC2)c1	-0.6	3.3	-2	0	-3	2	-2	-3	1
57	COc1ccc(CCNC(=O)CS(=O)Cc2nc(-c3ccc(C)cc3)oc2C)cc1OC (stereo not drawn)	-0.2	-0.4	12	14	-3	16	0	-4	1
58	COc1ccc(-c2ccc(N(C)C)cc2)cc1[C@H]1[C@H]2C=CC[C@@H](C)[C@@H]2C(=O)N1Cc1ccccc1	-0.3	0.5	5	23	25	-1	3	-11	-4
59	O=C(c1ccc(CN2CCOCC2)cc1)N1CCN(c2cccc(Cl)c2)CC1	-1.1	-1.1	-4	-10	-4	9	-3	-6	2
60	CCNC(=O)C(=O)c1c(-c2ccccc2)[nH]c2ccccc12	-0.4	2.2	-7	10	-4	-7	-4	-3	-1

# Limited to SKN-1 inh, FAS TE block and PABP1 MLLE inh (3 entries from above):
nr | SMILES | SKN-1 inh | FAS TE block | PABP1 MLLE inh
57 | COc1ccc(CCNC(=O)CS(=O)Cc2nc(-c3ccc(C)cc3)oc2C)cc1OC (stereo not drawn) | 12 | -3 | 16
55 | COc1ccccc1NC(=O)NCCCl | -2 | -7 | 7
54 | COc1ccc(NC(=O)C2CCCN(C(=O)Nc3cccc(OC)c3)C2)cc1 (stereo not drawn) | -10 | 0 | 12

# The list continues.
No.	SMILES	Tb MetRS inh	MsrA inhibitor	SKN-1 inh	CendR NRP1 mod	FAS TE block	PABP1 MLLE inh	bovine MsrA act	eLon inh	MT1-MMP act inh
61	CCN(CC)CCN(Cc1cc2cc3c(cc2[nH]c1=O)OCCO3)C(=S)NCCOC	0.1	0.3	9	2	-12	-102	-6	-8	-3
62	COc1cccc(N2CC(C(=O)N3CCC4(CC3)CC(=O)c3ccccc3O4)CC2=O)c1 (stereo not drawn)	0.3	0.4	4	-1	-3	6	-9	-7	2
63	C[C@@]12C(=O)Nc3ccc(F)cc3C(=O)N1[C@H]1c3cc(Cl)ccc3OC[C@@H]1[C@@H]2c1ccccc1	0.3	0.7	7	4	85*	-3	-6	-12	-18
64	CCN(Cc1cc2ccccc2[nH]c1=O)C(=O)C(C)C	-1.0	0.5	10	-9	1	6	0	0	2
65	O=C(COC(=O)c1nc(Cl)c(Cl)c(Cl)c1Cl)c1ccc[nH]1	-0.4	0.2	8	-9	4	-72	-1	-18	-10
66	O=C(Cn1c(O)c(/C=C2\C=Nc3ccccc32)sc1=O)Nc1ccc2c(c1)OCO2	-1.5	-1.1	6	-8	-2	9	-4	-4	11
67	C1CCCN(c2nc3nonc3nc2N2CCCCCC2)CC1	-1.3	2.8	8	-2	3	2	-9	6	4
68	O=C(Nc1ccc2nc(N3CCOCC3)sc2c1)c1ccccc1	0.2	1.3	16	-14	-4	-12	-2	-9	-4
69	Cc1ccccc1NC(=O)CN1CCCC1	0.3	-0.1	-8	5	-4	5	-2	-2	1
